Source: PubChem BioAssay
NCI-60 one-dose screen, 48 h, at 10 µM unless noted. Numbers give growth in % (100 = growth as untreated, 0 = no growth, -100 = all killed).
HCT-116 = HCT-116 colon cancer; 82,000 compounds, 7.3% hits
KM12 = KM12 colon cancer cells. 82,000 compounds, 5% hits. AID 1794800
HCC-2998 = HCC-2998 colon cancer; 79,000 compounds, 4.7% hits; AID 1794799
SF-268 = SF-268 CNS cancer cells. 82,000 compounds, 3.1% hits
SF-295 = SF-295 CNS cancer cells; 79,000 compounds, 5.6% hits; AID 1794758
SNB-75 = SNB-75 CNS cancer; 79,000 compounds, 5% hits; AID 1794750
SNB-19 = SNB-19 CNS cancer cells. AID 1794751. 81,000 compounds, 2.5% hits
U251 = U251 CNS tumor cells. 80,000 compounds, 5.4% hits. AID 1794753
SF-539 = SF-539 CNS cancer | AID 1794752 | 81,000 compounds, 6.8% hits
An asterisk follows results filed as active; . = not tested or not shown; & = joins results of further samples. The calls were made as follows: active = growth percent below 10; inactive = the rest. No enrichment for hits. Share with any hit: about 11%.

(1) Cc1nn(-c2ccccc2)c2c1C(c1ccc([N+](=O)[O-])cc1)C(C#N)=C(N)O2 (centres undefined)
(2) Cc1nn(-c2ccccc2)c2nc3c(c(-c4ccc(Cl)cc4)c12)CNC1(N3)C(=O)N(C)c2ccccc21 (centres undefined)
(3) OC(c1cc2cc(Cl)ccc2c2cc(C(F)(F)F)ccc12)C1CCCCN1 (centres undefined)
(4) COc1cc(OC)c([N+](=O)[O-])cc1Cl
(5) CCOC(=O)c1nc2c(Cl)cc(Cl)cn2c1C(=O)c1ccc(Br)cc1
(6) NC(=O)NCC(N)C(=O)O (centres undefined)

Compound	1	2	3	4	5	6
HCT-116	96	84	-86*	107	40	100
KM12	109	95	-91*	109	91	105
HCC-2998	105	109	-87*	96	93	99
SF-268	108	103	-90*	108	78	101
SF-295	.	97	.	96	75	96
SNB-75	88	90	-90*	103	30	80
SNB-19	102	110	-69*	104	57	112
U251	110	97	-93*	102	74	98
SF-539	96	100	-80*	93	51	93

(7) N#CCNc1ccccc1
(8) CC(=O)/C(=C\n1c(=S)[nH]c2ccccc21)C(=O)Nc1ccccc1
(9) CC1(c2ccc(O)cc2)N=C(N)Nc2nc3ccccc3n21 (centres undefined)
(10) CCCCN=C(Nc1ccccc1)OCCCC
(11) Cc1ccc(C(=O)c2ccc(CC(=O)N/N=C/c3cccc(O)c3O)n2C)cc1
(12) O=C(Nc1ccc(Br)c(Cl)c1)c1cc(F)ccc1O

Compound	7	8	9	10	11	12
HCT-116	98	96	.	89	31	-22*
KM12	115	102	112	106	44	3.0*
HCC-2998	104	101	.	106	71	15
SF-268	106	102	112	102	37	19
SF-295	96	102	123	98	84	-53*
SNB-75	100	90	106	96	25	8.8*
SNB-19	100	98	105	96	46	19
U251	102	101	101	92	26	12
SF-539	96	99	103	95	34	5.2*

(13) N/C(=N/N=C/c1cc(Br)cc(Br)c1O)NO
(14) COc1cccc2c1nc1n2C(c2c(F)cccc2Cl)SC1 (centres undefined)
(15) OCc1ccnc2ccccc12
(16) COc1ccc(C(=O)NC(=O)Nc2ccc3c(c2)NC(=O)/C3=C\c2[nH]c(C)c(C(=O)NCCN3CCCC3)c2C)c(F)c1
(17) COC(=O)c1cccc(NC(=O)N[C@H]2CCN(c3ccnc(Nc4ccc(F)cc4)n3)C2)c1
(18) COc1ccc(Cl)cc1/C=C/C=N/NS(=O)(=O)c1ccc(C)cc1

Compound	13	14	15	16	17	18
HCT-116	97	82	71	82	32	103
KM12	99	99	103	56	38	105
HCC-2998	111	93	108	109	74	112
SF-268	98	99	99	95	63	100
SF-295	98	62	108	101	60	95
SNB-75	104	100	97	75	68	70
SNB-19	102	101	101	87	90	97
U251	99	90	103	96	84	95
SF-539	100	92	101	74	97	106

(19) Cc1ccc(-c2nn(C)c(=O)c3ccccc23)cc1CO
(20) C/C(=N\NC(N)=O)c1c(O)sc(=O)[nH]c1=O
(21) Cc1ccc(-c2nc(SCC(=O)c3ccc(Br)cc3)nc(Nc3cccc(S(N)(=O)=O)c3)c2C#N)cc1
(22) Cc1ccc2c(n1)C(=O)C(Cl)=C(Nc1ccc(S(=O)(=O)Nc3cc(C)on3)cc1)C2=O
(23) Cc1ccc(S(=O)(=O)N(CCCc2c(C)nc(N)[nH]c2=O)c2ccccc2)cc1
(24) Cc1ccc2c(c1)O/C(=C\c1cccc(OCC(=O)c3ccccc3)c1)C2=O

Compound	19	20	21	22	23	24
HCT-116	94	91	92	108	105	84
KM12	102	100	96	109	107	85
HCC-2998	111	110	115	110	116	130
SF-268	96	104	109	104	.	103
SF-295	97	96	100	104	.	89
SNB-75	86	101	103	97	89	93
SNB-19	99	93	99	105	96	.
U251	99	108	103	116	94	97
SF-539	96	95	82	107	92	105

Copied from above: compounds 13 to 24
(13) N/C(=N/N=C/c1cc(Br)cc(Br)c1O)NO
(14) COc1cccc2c1nc1n2C(c2c(F)cccc2Cl)SC1 (centres undefined)
(15) OCc1ccnc2ccccc12
(16) COc1ccc(C(=O)NC(=O)Nc2ccc3c(c2)NC(=O)/C3=C\c2[nH]c(C)c(C(=O)NCCN3CCCC3)c2C)c(F)c1
(17) COC(=O)c1cccc(NC(=O)N[C@H]2CCN(c3ccnc(Nc4ccc(F)cc4)n3)C2)c1
(18) COc1ccc(Cl)cc1/C=C/C=N/NS(=O)(=O)c1ccc(C)cc1
(19) Cc1ccc(-c2nn(C)c(=O)c3ccccc23)cc1CO
(20) C/C(=N\NC(N)=O)c1c(O)sc(=O)[nH]c1=O

Compound	13	14	15	16	17	18	19	20
HCT-116	97	82	71	82	32	103	94	91
KM12	99	99	103	56	38	105	102	100
HCC-2998	111	93	108	109	74	112	111	110
SF-268	98	99	99	95	63	100	96	104
SF-295	98	62	108	101	60	95	97	96
SNB-75	104	100	97	75	68	70	86	101
SNB-19	102	101	101	87	90	97	99	93
U251	99	90	103	96	84	95	99	108
SF-539	100	92	101	74	97	106	96	95

(21) Cc1ccc(-c2nc(SCC(=O)c3ccc(Br)cc3)nc(Nc3cccc(S(N)(=O)=O)c3)c2C#N)cc1
(22) Cc1ccc2c(n1)C(=O)C(Cl)=C(Nc1ccc(S(=O)(=O)Nc3cc(C)on3)cc1)C2=O
(23) Cc1ccc(S(=O)(=O)N(CCCc2c(C)nc(N)[nH]c2=O)c2ccccc2)cc1
(24) Cc1ccc2c(c1)O/C(=C\c1cccc(OCC(=O)c3ccccc3)c1)C2=O

Compound	21	22	23	24
HCT-116	92	108	105	84
KM12	96	109	107	85
HCC-2998	115	110	116	130
SF-268	109	104	.	103
SF-295	100	104	.	89
SNB-75	103	97	89	93
SNB-19	99	105	96	.
U251	103	116	94	97
SF-539	82	107	92	105

The list continues:
(25) COc1ccccc1/C=C(/C(=O)c1ccccc1)c1ccccc1
(26) Cn1c(S(C)(=O)=O)nc(-c2ccccc2)c(C#N)c1=O
(27) CCO/C=N/C1=C(C#N)C(c2ccc(Cl)cc2)c2sc3c(F)cccc3c2O1 (centres undefined)
(28) O=c1[nH]c(=O)n(CCCc2ccccc2)cc1-c1ccccc1
(29) Cc1nc(/N=C(\N)NC(=O)Nc2ccccc2)sc1C
(30) CCOC(=O)c1ccc(Nc2nc(-c3ccc(NC(C)=O)cc3)cs2)cc1O

Compound	25	26	27	28	29	30
HCT-116	84	99	54	117	90	67
KM12	98	123	42	107	68	61
HCC-2998	107	109	84	103	84	93
SF-268	98	117	69	105	92	89
SF-295	104	123	53	.	88	56
SNB-75	.	89	43	92	43	92
SNB-19	91	102	51	106	89	81
U251	96	103	46	111	92	78
SF-539	106	102	82	104	94	82

(31) CCCCNS(=O)(=O)c1ccc(C)cc1
(32) Cc1nn(C)c2ncnc(N/N=C/c3ccc(O)cc3)c12
(33) CCN(CCO)CCNc1ccc(C)c2sc3cc(Cl)ccc3c(=O)c12
(34) COC(=O)c1[nH]nc2c1C1(C(=O)c3cccc4cccc1c34)C(C#N)=C(N)O2 (centres undefined)
(35) C/C(Cc1ccc(Cl)cc1)=C(/c1ccc(Cl)cc1)c1ccc(OCCCN(C)C)cc1
(36) NC(=O)NCc1cc(Br)cc(Br)c1O

Compound	31	32	33	34	35	36
HCT-116	120	100	-66*	101	82	118
KM12	102	95	7.9*	98	100	104
HCC-2998	102	103	-97*	106	101	102
SF-268	97	83	45	84	100	105
SF-295	103	101	12	104	103	112
SNB-75	104	87	63	80	86	101
SNB-19	102	96	44	97	94	119
U251	96	101	-32*	105	98	109
SF-539	102	92	73	101	89	102

(37) CC(C)(C)C1CCN(Cc2ccccc2)CC1
(38) O=C(c1nc2ccccc2[nH]1)C1C(c2cccc([N+](=O)[O-])c2)C2CC3CCCCC3N2[C@@]12C(=O)Nc1cc(Cl)ccc12 (some centres undefined)
(39) O=c1cc(N/N=C/c2ccc(F)cc2)c2ccccc2[nH]1
(40) COc1cc(C)c2c(c1OC)Cc1c(C)cc(OC)c(OC)c1C2
(41) O=C(C[N+]12CN3CN(CN(C3)C1)C2)c1ccc2c(c1)CCCC2
(42) c1ccc2c(C3OCC4(CCCC4)CO3)cccc2c1

Compound	37	38	39	40	41	42
HCT-116	99	13	81	72	108	108&97
KM12	106	33	86	92	106	104&115
HCC-2998	100	24	95	89	114	104
SF-268	108	40	100	91	106	101&110
SF-295	96	25	107	64	104	109&70
SNB-75	101	15	122	91	93	84&97
SNB-19	100	39	94	88	106	94&97
U251	97	32	92	94	94	98&94
SF-539	112	48	100	88	94	103&108

(43) COc1cccc(C(c2cc3c(cc2O)OCO3)N2CCOCC2)c1OC (centres undefined)
(44) CCC(O)C1Sc2ccccc2N1C (centres undefined)
(45) O=Cc1ccc2ccccc2n1
(46) CCCCCCCCNc1cc2c3c(c1)CCCN3CCC2
(47) CCOC(=O)c1ccc(NC(=O)c2cc3c(C)nn(-c4ccccc4)c3s2)cc1
(48) COC1(OC)C2(Cl)C(Cl)=C(Cl)C1(Cl)C1COCC12 (centres undefined)

Compound	43	44	45	46	47	48
HCT-116	102	106	87	5.4*	109	92
KM12	108	101	92	5.5*	106	111
HCC-2998	113	105	99	12	115	105
SF-268	96	96	94	18	116	108
SF-295	100	94	92	14	106	102
SNB-75	91	98	65	36	128	86
SNB-19	98	104	.	18	106	100
U251	101	88	93	16	105	103
SF-539	97	105	102	8.7*	104	109

(49) O=[N+]([O-])c1ccc(-c2nc3ccc(-c4n[nH]c(=S)o4)cc3[nH]2)cc1
(50) CC(=O)N(C)c1cc([N+](=O)[O-])ccc1OCc1ccccc1
(51) CC(C)N1CCc2nc3sc(C(=O)Nc4ccccc4)c(N)c3cc2C1
(52) CC(C)=CC(C)(C)C=O
(53) C=CC(=O)N[C@@H](/C=C/C(=O)OCC)Cc1ccc(-c2cc(F)cc(F)c2)cc1
(54) O=C1NC(=O)c2c1c1c3ccccc3ccc1c1[nH]c3ccccc3c21

Compound	49	50	51	52	53	54
HCT-116	104	104	102	.	87	14
KM12	105	102	101	107	100	.
HCC-2998	101	98	110	.	101	46
SF-268	100	102	113	91	84	5.7*
SF-295	99	92	105	90	93	3.0*
SNB-75	90	102	69	86	.	-7.0*
SNB-19	100	102	105	95	81	3.4*
U251	99	112	93	92	85	11
SF-539	98	97	93	93	97	18

(55) Cn1cc(-c2ccc(-c3cn(C)c4ccc(Cl)cc34)[nH]2)c2cc(Cl)ccc21
(56) COc1cc2c(cc1-c1c(C)noc1C)ncc1nc(-c3ccccn3)n([C@H](C)COC(F)F)c12
(57) COC(=O)C(C)N (centres undefined)
(58) CC(=O)Nc1ccc2c(c1)C(=Nc1ccccc1)c1ccccc1-2
(59) CC1COS(=O)(=O)C1 (centres undefined)
(60) CCOC(=O)c1cnn2c1N(C(C)=O)C(c1ccccc1)C2 (centres undefined)

Compound	55	56	57	58	59	60
HCT-116	-86*	35	111	102	100	94
KM12	-34*	47	115	93	104	96
HCC-2998	-72*	49	108	89	97	108
SF-268	-67*	71	107	100	103	97
SF-295	-15*	60	111	.	.	102
SNB-75	-60*	34	101	84	100	104
SNB-19	-68*	60	113	97	100	94
U251	-100*	49	109	95	100	98
SF-539	-56*	42	115	91	97	106
